Dengue-2 NS5 capping = flavivirus cap methylation enzyme inhibition – biochemical, confirmation dose response, primary screen (AID 588689). hit rate 0.3% among 340,000. Dengue-2 NS5 methyltransferase capping enzyme assay, biochemical; higher % means a stronger effect. inhibition, % at 25 µM, or IC50 in µM where a hit was titrated; in the data active = a potency from the dose series
MgcRacGAP inhibition = MgcRacGAP GTPase-activating activity inhibitors, confirmation, biochemical, ADP Hunter fluorescence; AID 624330; one-dose inhibition, % at 30 µM; IC50 in µM for titrated hits; MgcRacGAP-stimulated Rac1 GTP hydrolysis, ADP Hunter fluorescence; higher % means a stronger effect; GST-tagged Rac1 F28L mutant substrate; hit rate 0.6% among 340,000;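 active = first-screen hits whose inhibition reached a set limit at any dose in the follow-up dose series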;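 also: fluorescence reports GDP produced by GAP-driven GTP hydrolysis; strong numbers were not always called active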
Dengue-2 NS5 capping pilot replicate = further read-out of Dengue-2 NS5 capping, marked with its call; inhibition, %; measured here: pilot screen replicate inhibition
Starred values were filed as active, the others as inactive. A portion of the library. The share of hits here may be higher or lower than overall.

Start of the data: the first five records, ahead of the listing:
SMILES	Dengue-2 NS5 capping	MgcRacGAP inhibition	others
CC[C@]12c3[nH]c4ccc(Cl)cc4c3CCN1C(=O)[C@@H](CC(=O)NC(C)(C)C)C[C@@H]2C(=O)N1CCN(C(=O)c2ccco2)CC1	2.0%	8.5%	Dengue-2 NS5 capping pilot replicate=-4.9
Cc1ccc(-c2nnn(CC(=O)NC(=O)NC3CCCCC3)n2)cc1	3.6%	2.5%
C[C@H](CO)N1C[C@H](C)[C@@H](CN(C)C(=O)C2CCOCC2)Oc2ncc(Br)cc2C1=O	-10.4%	7.4%
CCOC(=O)C(C(=O)OCC)C(=O)c1cccc2ccc3ccccc3c12	-6.3%	0.2%
C[C@@H]1CN([C@@H](C)CO)S(=O)(=O)c2ccc(Br)cc2O[C@@H]1CN(C)Cc1cccnc1	4.0%	6.9%

All compounds of this part, from the first entry:
SMILES	Dengue-2 NS5 capping	MgcRacGAP inhibition	others
CC[C@]12c3[nH]c4ccc(Cl)cc4c3CCN1C(=O)[C@@H](CC(=O)NC(C)(C)C)C[C@@H]2C(=O)N1CCN(C(=O)c2ccco2)CC1	2.0%	8.5%	Dengue-2 NS5 capping pilot replicate=-4.9
Cc1ccc(-c2nnn(CC(=O)NC(=O)NC3CCCCC3)n2)cc1	3.6%	2.5%
C[C@H](CO)N1C[C@H](C)[C@@H](CN(C)C(=O)C2CCOCC2)Oc2ncc(Br)cc2C1=O	-10.4%	7.4%
CCOC(=O)C(C(=O)OCC)C(=O)c1cccc2ccc3ccccc3c12	-6.3%	0.2%
C[C@@H]1CN([C@@H](C)CO)S(=O)(=O)c2ccc(Br)cc2O[C@@H]1CN(C)Cc1cccnc1	4.0%	6.9%
Cc1ccc(S(=O)(=O)N(C)C[C@@H]2Oc3ncc(C#CCC(C)C)cc3C(=O)N([C@H](C)CO)C[C@H]2C)cc1	-8.0%	12.6%
COc1ccc(OC)c(NS(=O)(=O)c2ccc3[nH]c(=O)[nH]c3c2)c1	-0.6%	-12.6%
O=C(O)C1CC2CCC1CC2 (stereo not drawn)	-4.6%	3.7%
CCC(=O)NC(c1ccc(C)cc1)c1cc(Cl)c2cccnc2c1O (stereo not drawn)	0.8%	6.8%
C#CCN(C[C@@H]1[C@@H](OC(=O)Nc2cccs2)[C@@H](OC(=O)Nc2cccs2)Cn2c(=O)n(CCCCCC)c(=O)n21)S(=O)(=O)c1ccc(C)cc1	0.0%	1.9%
COc1cc(/C=C(\CCC(=O)O)c2nc3ccccc3s2)ccc1OCC(=O)Nc1c(Cl)cccc1Cl	-4.5%	11.8%
COc1ccc(CCNC(=O)c2ccc(NC(=O)CC3SC(N4CCCCC4)=NC3=O)cc2)cc1 (stereo not drawn)	-8.4%	5.2%
COc1ccc(CC(=O)Nc2ccccc2C(F)(F)F)cc1S(=O)(=O)N1CCOCC1	-1.7%	0.8%
C[C@@H]1CN([C@@H](C)CO)C(=O)CCCn2nncc2CO[C@@H]1CN(C)C(=O)Nc1cccc2ccccc12	4.5%	15.0%
Cc1ccc(S(=O)(=O)N2CCCCC2)cc1NC(=O)COc1ccccc1	-4.8%	6.0%
CC(OC(=O)[C@@H]1CCCN1C(=O)c1cccs1)C(=O)Nc1cccc([N+](=O)[O-])c1 (stereo partly drawn)	6.6%	0.8%
CN(C(=O)c1ccccc1)C(=O)c1ccccc1	-5.8%	-25.2%
O=C(COC(=O)c1cccc(Cl)c1)NCc1ccccc1	9.7%	1.6%
COc1cc(C2c3cc4c(cc3OC(N3CCCC3)C2C)OCO4)cc(OC)c1O (stereo not drawn)	-10.8%	6.4%
C[C@@H]1CN([C@@H](C)CO)S(=O)(=O)c2ccc(C#CC(C)(C)O)cc2O[C@H]1CN(C)C(=O)C1CCCCC1	2.3%	6.0%
CC1=C(SCc2ccccc2)C(=O)c2ccccc2C1=O	76.8µM*	-10.4%
O=C(Cc1ccc(NC(=O)C2CCN(C(=O)C3CCCC3)CC2)cc1)Nc1cccc(C(=O)N2CCCCC2)c1	4.0%	3.7%	Dengue-2 NS5 capping pilot replicate=1.8
CC1CCCC(C)N1C(=O)COC(=O)c1cccnc1Cl (stereo not drawn)	2.6%	2.9%
Cc1onc(-c2ccccc2)c1C(=O)NCCSCc1ccco1	-13.7%	3.9%
CSCCC(NC(=O)c1ccco1)C(=O)NCCc1ccc(Cl)cc1 (stereo not drawn)	7.8%	1.4%
CSCC[C@H](NC(=O)C1CCN(S(=O)(=O)c2ccc(C)cc2C)CC1)c1nc2ccccc2[nH]1	-12.2%	4.1%
COCc1ccc(C(=O)N2CCCC(N3CCN(c4cccc(Cl)c4)CC3)C2)s1 (stereo not drawn)	1.6%	17.2%
Cc1ccc(CN(C)C(=O)C2CCN(C(=O)Nc3ccccc3)CC2)o1	-7.9%	6.8%
CCCC(C(=O)NC(C)(C)C)N(Cc1ccccc1)C(=O)c1snc(C(N)=O)c1N (stereo not drawn)	0.6%	8.2%
Cn1c(=O)c2[nH]c(NN=Cc3cccc(Br)c3)nc2n(C)c1=O	4.7%	16.1%

Ordered by number of heavy atoms (falling): part of the list above.
SMILES	Dengue-2 NS5 capping	MgcRacGAP inhibition	others
COCc1ccc(C(=O)N2CCCC(N3CCN(c4cccc(Cl)c4)CC3)C2)s1 (stereo not drawn)	1.6%	17.2%
Cc1ccc(CN(C)C(=O)C2CCN(C(=O)Nc3ccccc3)CC2)o1	-7.9%	6.8%
CC1=C(SCc2ccccc2)C(=O)c2ccccc2C1=O	76.8µM*	-10.4%

Other structures follow:
SMILES	Dengue-2 NS5 capping	MgcRacGAP inhibition	others
O=C(NN=Cc1c(O)ccc2ccccc12)C1CC1	5.7%	3.0%
CCOc1ccccc1N1CC(C(=O)N2CCN(Cc3ccc(C#N)cc3)CC2)CC1=O (stereo not drawn)	-2.9%	2.4%
C=CC[C@@H](CC(=O)N[C@H](CO)Cc1ccccc1)C(=O)N[C@H](COC(=O)[C@@H](CC=C)Cc1ccc(F)cc1)Cc1c[nH]c2ccccc12	-7.4%	6.7%
COc1ccccc1N(C)S(=O)(=O)c1ccc(C(=O)Nc2nnc(C)s2)cc1	-3.6%	-0.6%
CNc1nc(NC)c2cn[nH]c2n1	-3.2%	0.0%
C[C@@H]1CN([C@H](C)CO)C(=O)Cc2cc(NS(=O)(=O)c3ccc(F)cc3)ccc2O[C@H]1CN(C)Cc1ccc(C(=O)O)cc1	-4.8%	-0.9%
CC(C)(CC1(C)NC(=O)NC1=O)OCc1ccccc1 (stereo not drawn)	6.2%	8.3%
O=C1CC[C@@H]2CC3(C[C@@H]4CCN1[C@H]24)Nc1ccccc1NC3=NC1CCCCC1 (stereo partly drawn)	-7.9%	7.7%
Cc1ccc(S(=O)(=O)N2CCC(C(=O)N3CCc4ccccc43)CC2)cc1C	4.3%	5.3%
Cc1cccc(C(=O)O[C@H]2[C@H](Cc3ccccc3)NS(=O)(=O)[C@H]3CC4C=C[C@]23O4)c1	-3.9%	0.3%

4 records drawn at random from those above, as already listed:
SMILES	Dengue-2 NS5 capping	MgcRacGAP inhibition	others
O=C1CC[C@@H]2CC3(C[C@@H]4CCN1[C@H]24)Nc1ccccc1NC3=NC1CCCCC1 (stereo partly drawn)	-7.9%	7.7%
COc1ccccc1N(C)S(=O)(=O)c1ccc(C(=O)Nc2nnc(C)s2)cc1	-3.6%	-0.6%
C=CC[C@@H](CC(=O)N[C@H](CO)Cc1ccccc1)C(=O)N[C@H](COC(=O)[C@@H](CC=C)Cc1ccc(F)cc1)Cc1c[nH]c2ccccc12	-7.4%	6.7%
Cc1cccc(C(=O)O[C@H]2[C@H](Cc3ccccc3)NS(=O)(=O)[C@H]3CC4C=C[C@]23O4)c1	-3.9%	0.3%

The list continues:
SMILES	Dengue-2 NS5 capping	MgcRacGAP inhibition	others
CC(C)NC(=O)N(C)C[C@H]1Oc2cc(Br)ccc2S(=O)(=O)N([C@H](C)CO)C[C@H]1C	1.7%	15.2%
CN(C(=O)c1cccc(NC(=O)Cc2cccc([N+](=O)[O-])c2)c1)C1CCCC1	-6.4%	2.4%
Cc1ccc(S(=O)(=O)N2CCN(CCOc3ccccc3)CC2)cc1	-2.2%	12.8%
O=S(=O)(Nc1ccccc1N1CCOCC1)c1c(F)cc(F)cc1Br	-8.8%	3.4%
Cc1cc(NCCCCCCCNc2cc(C)nc3cc([N+](=O)[O-])ccc23)c2ccc([N+](=O)[O-])cc2n1	-0.8%	26.1µM*
C(=NOCCc1ccccc1)c1ccncc1	-0.8%	1.1%
CN(CCc1ccccc1)C(=O)c1ccc(NC(=O)Cc2ccc(NC(=O)C3CCCN(C(=O)C4CCCC4)C3)cc2)cc1 (stereo not drawn)	3.3%	9.3%
CC(C)CC1NC(=O)N(CC(=O)Nc2cc([N+](=O)[O-])ccc2F)C1=O (stereo not drawn)	6.2%	2.9%
COc1ccccc1NC(=O)C(CC(=O)O)Cc1cc(C)cc(C)c1 (stereo not drawn)	5.5%	13.0%
COc1ccc(NC(=O)Nc2ccc3c(c2)C(=O)N([C@H](C)CO)C[C@H](C)[C@@H](CN(C)S(=O)(=O)c2cccs2)O3)cc1	-14.8%	10.2%
C=C1C(=O)OC2C1CCC(C)C1C=CC(=O)C12C (stereo not drawn)	2.4%	10.3%
COc1cc(C(=O)OCC(=O)N2CCN(S(=O)(=O)c3ccc(C)cc3C)CC2)c([N+](=O)[O-])cc1OC	7.6%	1.6%
CC(=O)N1CCN(c2ccc(NCc3ccc(-c4ccc(Br)cc4)o3)cc2)CC1	3.9%	5.4%
CCC1CCCCN1C(=O)COC(=O)c1cccs1 (stereo not drawn)	5.6%	7.5%
CN(CC(=O)Nc1ccc(F)cc1[N+](=O)[O-])C1CCS(=O)(=O)C1 (stereo not drawn)	4.5%	3.9%
CC(=O)C[C@H](O)CC(=O)[C@H]1OC(=O)[C@@H](C)C/C=C\Cc2ccccc21	-4.6%	5.7%
Cc1cc(C)n2[nH]c(=O)cc2n1	-3.4%	6.8%
COc1ccccc1C(=Cc1ccc([N+](=O)[O-])cc1)C(=O)O	1.7%	13.2%
C[C@H](CO)N1C[C@H](C)[C@@H](CN(C)C(=O)NC2CCCCC2)Oc2c(NC(=O)Nc3ccc4c(c3)OCO4)cccc2C1=O	-31.1%	5.1%	Dengue-2 NS5 capping pilot replicate=-23.8
Cc1ccc(NC2(C#N)CCCC2)cc1	-12.4%	4.1%
CC(=O)c1ccc(NC(=O)COC(=O)Cc2ccsc2)cc1	-5.8%	8.2%
COc1ccc2oc(C(=O)OCC(=O)NCc3ccc(OC)c(OC)c3)c(C)c2c1	-3.6%	5.2%
O=C1NCC(Nc2ccccc2Cl)C(=O)N1 (stereo not drawn)	3.9%	1.8%
CN1C(=O)C2(CCCCC2)C1c1ccccc1 (stereo not drawn)	-0.7%	4.7%	Dengue-2 NS5 capping pilot replicate=-6.7
CCOc1ccc2nc(N/C(N)=N/S(=O)(=O)c3ccc(C)cc3)nc(C)c2c1	-2.7%	25.8%
C[C@]12CC[C@H](O)CC1=CCC1C2CC[C@@]2(C)C1CC[C@@H]2NC(=O)[C@@H](N)Cc1ccccc1 (stereo partly drawn)	0.8%	-15.3%
CC12CCCC(CC(=O)O)(C1)NC(=O)C2 (stereo not drawn)	-5.4%	-4.0%
O=C(c1cccc(S(=O)(=O)NCc2ccccc2)c1)N1CCN(c2ccccc2Cl)CC1	-2.2%	8.7%
O=C(COC(=O)CC1CCCC1)Nc1ccc(Cl)cc1	-2.2%	7.1%
Fc1ccc(-c2nc3ccc(Br)cn3c2Cc2ccccc2)cc1	4.0%	4.8%
COCCn1c(N)c(N(Cc2ccccc2)C(=O)c2cc(=O)[nH]c3ccccc23)c(=O)[nH]c1=O	6.6%	3.5%
c1ccc(-c2nc(SCc3nc4ccccc4[nH]3)c3oc4ccccc4c3n2)cc1	12.4%	9.8%
O=C1NC(Cc2ccccc2)c2nc3ccc(F)cc3c(=O)n2-c2ncccc21 (stereo not drawn)	-6.4%	-8.7%
COC(=O)c1c(-c2ccc(S(C)(=O)=O)cc2)sc2ccc(OC)cc12	4.1%	7.6%
COc1ccc(C(=O)N2CCN(c3nc4cc(C)cc(C)c4cc3C#N)CC2)cc1	0.6%	10.7%
CCOC(=O)[C@@H]1[C@H]2COc3cc(OC)ccc3[C@H]2N2C(=O)N(c3ccc(C(F)(F)F)cc3)C(=O)[C@]12C	-6.3%	5.9%
Cc1csc(SCC(=O)N(C)C2CCS(=O)(=O)C2)n1 (stereo not drawn)	0.7%	1.4%
CC(C)C[C@@H](CNCC(=O)[C@H](CC(C)C)NC(=O)c1[nH]cnc1C(=O)N[C@H](CN)CC(C)C)NC(=O)c1nc[nH]c1C(=O)N[C@@H](Cc1ccccc1)C(=O)O	0.0%	4.3%	Dengue-2 NS5 capping pilot replicate=-3.4
CCN(Cc1nc2cc(Cl)ccc2c(=O)[nH]1)C(=O)CN1C(=O)NC2(CCCCC2C)C1=O (stereo not drawn)	8.0%	8.0%
C=CC1(C)CN(Cc2ccco2)S(=O)(=O)c2c(F)cccc2O1 (stereo not drawn)	-7.2%	5.8%
CC(=O)c1ccc(OCC(=O)N(C)C2CCS(=O)(=O)C2)cc1 (stereo not drawn)	-6.0%	7.0%
C[C@@H]1CN([C@H](C)CO)C(=O)c2cc(-c3ccc(C(=O)N(C)C)cc3)cnc2O[C@@H]1CN(C)C(=O)c1cccnc1	-3.5%	-14.3%
O=C(O)c1ccc(NC2=C/C(=N/S(=O)(=O)c3cccs3)c3ccccc3C2=O)cc1	58.1µM*	9.7%
COc1ccc(-c2cccc(-c3nc4ccc(Cl)cn4c3NC3CCCCC3)c2)cc1	3.3%	5.0%
O=C(OCC1OC(n2ccc(=O)[nH]c2=O)C2OC12)c1ccccc1 (stereo not drawn)	5.7%	-1.0%
Nc1nc2c(nnn2Cc2ccc(Cl)c(Cl)c2)c(=O)[nH]1	-4.7%	0.5%
COc1ccc(C(=O)OCC(=O)Nc2cccc(S(=O)(=O)N3CCCCCC3)c2)cc1[N+](=O)[O-]	-2.6%	4.6%

Screens: PubChem, Southern Research Specialized Biocontainment Screening Center
